# hgDAF-12 ag = H. glycines DAF-12 receptor agonists, primary screen, cell-based, luminescence, HEK293, GAL4 fusion, UAS-luciferase. HEK293 GAL4-hgDAF12 UAS-luciferase reporter, agonist luminescence; normalized to butyrate control. activation, % at 6.8 µM. actives 1.8% (n = 370,000). AID 687014, 2013;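 active means activation above a cutoff set at the mean of all screened compounds plus 3 SD, cut at about 10% in these data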;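 further: 0% = DMSO wells and 100% = sodium butyrate wells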
# ssDAF-12 act = S. stercoralis DAF-12 nuclear receptor activators, primary screen, cell-based, luminescence, HEK293, GRIP1 co-expression, lit1-tk-luc. HEK293 ssDAF-12/GRIP1 lit1-tk-luc reporter; % of 3 µM dafachronic acid response. activation, % at 6.8 µM. actives 1% (n = 370,000). AID 652126, 2013;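 active means activation above the mean over all tested compounds plus 3 SD, cut at about 0.9% in these data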;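 further: 0% = DMSO-only wells and 100% = 3 µM delta7-dafachronic acid wells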
# NR1D1 modulator = modulators of Rev-erb alpha DNA binding, primary screen, biochemical, FITC-DNA, fluorescence polarization, uHTS. Nuclear receptor subfamily 1 group D member 1 (Homo sapiens), P20393. Rev-erbα–FITC-DNA binding, 90 min. activity, % at 10 µM. actives 0.79% (n = 370,000);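 active means activity above about 14%, limit read from the data; passing the limit was not always enough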;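 further: 0% = DMSO wells with 35 nM protein and 100% = DMSO wells with 750 nM protein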
# SMARCA2 activ = SMARCA2 (BRM) function activators, primary screen, cell-based, luminescence, high throughput. MG213 cells, MMTV-luciferase reporter, dexamethasone, overnight. activation, % at 9.1 µM. actives 1% (n = 370,000); in the data active means activation above about 7.8%;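 further: 0% = vehicle wells and 100% = reference activator wells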
# PLC-beta3 inh = human PLC-beta3 inhibitors, primary screen, biochemical, fluorescence; 1-phosphatidylinositol 4,5-bisphosphate phosphodiesterase beta-3 (Homo sapiens), Q01970; AID 720704, 2013; Purified PLC-beta3, fluorogenic substrate; actives 0.18% (n = 370,000); inhibition, % at 12.2 µM; in the data active means inhibition above about 11%;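 further: 0% = median of compound wells on plate and 100% = full blocker control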
# PLCg1 inh = PLC-gamma1 enzyme inhibitors, primary screen, biochemical, fluorescence, purified enzyme; fluorogenic substrate; 1-phosphatidylinositol 4,5-bisphosphate phosphodiesterase gamma-1 (Homo sapiens), P19174; actives 0.84% (n = 370,000); inhibition, % at 12.2 µM; in the data active means inhibition above about 9.5%
# hcDAF12 agonist = H. contortus DAF-12 nuclear receptor activators, primary screen, cell-based, luminescence, HEK293, lit1-tk-luc reporter. AID 652067, 2013. activation, % at 6.8 µM. HEK293 hcDAF-12 lit1-tk-luc reporter; 0% DMSO, 100% Δ7-dafachronic acid. actives 1.4% (n = 370,000);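 active means activation above the mean of all tested compounds plus 3 SD, cut at about 5.5% in these data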;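 further: 100% = response to 3 µM Δ7-dafachronic acid high control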
# ADAM17 inh = ADAM17 inhibitors, primary screen, biochemical, QFRET; recombinant ADAM17, EDANS/DABCYL FRET peptide cleavage; inhibition, % at 6.95 µM; actives 0.83% (n = 370,000);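 active means inhibition above the mean of compounds lying between control limits plus 3 SD, set per campaign, cut at about 8.5% in these data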;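 further: 0% = DMSO-only wells as the low control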
# Target sequence (P78536 215-824 limits assumed): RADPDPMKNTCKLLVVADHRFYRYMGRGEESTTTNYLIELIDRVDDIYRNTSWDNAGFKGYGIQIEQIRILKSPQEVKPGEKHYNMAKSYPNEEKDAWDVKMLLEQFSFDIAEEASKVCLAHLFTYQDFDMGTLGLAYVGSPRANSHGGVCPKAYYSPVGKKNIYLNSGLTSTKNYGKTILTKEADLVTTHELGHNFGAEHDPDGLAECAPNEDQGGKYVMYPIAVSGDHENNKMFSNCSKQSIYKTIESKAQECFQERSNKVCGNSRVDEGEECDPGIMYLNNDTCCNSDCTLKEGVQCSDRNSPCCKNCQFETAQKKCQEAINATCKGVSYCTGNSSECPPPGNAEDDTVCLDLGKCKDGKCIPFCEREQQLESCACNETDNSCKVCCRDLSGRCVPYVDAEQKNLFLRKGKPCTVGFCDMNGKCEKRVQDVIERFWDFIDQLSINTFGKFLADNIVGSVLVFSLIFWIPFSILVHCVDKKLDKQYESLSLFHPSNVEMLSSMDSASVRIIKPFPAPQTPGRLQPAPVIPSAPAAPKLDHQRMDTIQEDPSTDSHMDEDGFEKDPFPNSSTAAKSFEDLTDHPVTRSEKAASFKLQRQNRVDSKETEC
# DAX1 inh-1 = DAX1 (NR0B1) inhibitors, primary screen, cell-based, HEK293, Gal4-DAX1, luciferase luminescence; Nuclear receptor subfamily 0 group B member 1 (Homo sapiens), P51843; AID 504766, 2011; HEK293 Gal4-DAX1 luciferase reporter; inhibition, % at 6.75 µM; actives 0.99% (n = 340,000);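 active means inhibition above the mean over all tested compounds plus 3 SD, cut at about 4.2% in these data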;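 further: 0% = DAX1-transfected cells with DMSO and 100% = empty-vector control cells with DMSO; inhibition shows as a rise in luminescence from relieved DAX1 repression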
# Target sequence (P51843 207-470 limits assumed): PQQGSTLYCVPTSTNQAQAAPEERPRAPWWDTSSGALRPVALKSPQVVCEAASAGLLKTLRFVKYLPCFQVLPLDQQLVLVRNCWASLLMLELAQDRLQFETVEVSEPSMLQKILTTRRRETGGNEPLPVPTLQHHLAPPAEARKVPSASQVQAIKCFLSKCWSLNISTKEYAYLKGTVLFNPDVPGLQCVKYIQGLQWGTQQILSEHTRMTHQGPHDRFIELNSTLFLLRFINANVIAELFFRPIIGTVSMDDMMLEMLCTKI
# MBD2 inh = inhibitors of MBD2 binding to methylated DNA, primary screen, biochemical, TR-FRET, DNA-binding domain, human; MBD2 binding to methylated oligonucleotide; inhibition, % at 4.4 µM; actives 0.31% (n = 370,000); AID 686964, 2013; in the data active means inhibition above about 13%
# DAX1 inh-2 = DAX1 (NR0B1) inhibitors on StAR promoter, primary screen, cell-based, luminescence, SF-1 (NR5A1), full-length DAX-1; HEK293T StAR-luciferase reporter, SF-1/DAX-1 repression relief; inhibition, % at 6.8 µM; actives 1.1% (n = 370,000); AID 652010, 2013;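 active means inhibition above the mean over all tested compounds plus 3 SD, cut at about 3.6% in these data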;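 further: 0% = DAX-1 cells with DMSO and 100% = cells lacking DAX-1 with DMSO; higher inhibition means more luminescence from relief of DAX-1 repression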
# * marks the source's active call; other numbers are inactive results; . = not tested or not shown.
SMILES,hgDAF-12 ag,ssDAF-12 act,NR1D1 modulator,SMARCA2 activ,PLC-beta3 inh,PLCg1 inh,hcDAF12 agonist,ADAM17 inh,DAX1 inh-1,MBD2 inh,DAX1 inh-2
CC(C)NC(=O)CCCN1C(=O)c2ccccc2Sc2ncccc21,0.3,-1.0,-4,-1,-4,-1,-0.2,3,1.3,0,0.3
Cc1ccc(NC(=S)N2CCN(CCN3C(=O)c4cccc5cccc(c45)C3=O)CC2)cc1,1.3,-1.5,4,5,2,4,1.0,-5,0.0,-3,-0.2
COc1cccc(CN2CCC2(C)C(=O)Nc2ccc(C)c(O)c2)c1F (stereo not drawn),-12,-1.9,6,-8,-1,0,-3.7,0,.,4,-1.1
O=C(NC1CCCC1)C1CCCN1C(=O)Nc1ccccc1Cl (stereo not drawn),-0.8,-1.0,4,-3,3,3,0.4,-5,-0.6,-4,0.1
O=C(O)c1nn(CCOc2ccccc2F)c(=O)c2ccccc12,1.3,-1.3,-5,4,-4,3,-0.9,-1,1.0,0,-0.2
NS(=O)(=O)c1ccc2nc(NC(=O)C3=COCCO3)sc2c1,13*,0.4,5,1,-11,-2,3.0,-6,0.8,2,9.6*
O=C1CCC/C=C\C[C@@H](CC(=O)N(CCO)Cc2ccccc2)C(=O)N2CCC[C@H]2CO1,-0.2,-1.5,-3,-1,-2,0,-0.8,-5,0.6,-6,-0.5
CC(=O)N1CCCc2cc(S(=O)(=O)Nc3ccc4c(c3)OCO4)ccc21,-0.8,-0.7,2,-2,0,2,-0.7,2,0.4,1,-0.6
CC(C)c1nnc(NC(=O)CCS(=O)(=O)c2nc(-c3cccs3)cc(C(F)(F)F)n2)s1,-2.4,-1.4,11,-4,0,0,-0.2,-11,-3.2,-2,-0.3
O=C(Cn1c(=O)cnc2ccccc21)N1CCCc2ccccc21,0.8,-0.6,0,-1,0,0,1.7,-2,-0.5,3,0.3
CCOc1ccc(Cl)cc1S(=O)(=O)N1CCC(C(=O)NCc2ccncc2)CC1,-1.1,-1.1,6,-2,-2,3,-1.5,2,-0.2,-3,-0.2
CC1(C)Cc2ccccc2C(=NC(Cc2c[nH]c3ccccc23)C(=O)O)N1 (stereo not drawn),2.2,0.4,6,2,-5,3,2.5,0,-0.9,2,-0.8
CCOC(=O)c1ccc(NC2Nc3cc(C)nn3S2)cc1 (stereo not drawn),2.6,-1.5,3,-1,-6,0,-1.7,0,3.1,-7,-0.3
CC1(C)Cc2c(cnn2-c2ccccc2)-c2c1c1ccccc1n2CC(O)CBr (stereo not drawn),-0.5,-1.3,0,1,-237,-184,0.7,-66,-0.9,-1,-1.0
Cc1ccccc1N(CC(=O)NC1CCCC1)C(=O)c1csnn1,-1.6,-2.2,-2,-1,-2,0,0.0,-1,3.4,1,0.3
Cc1ccc(F)cc1NC(=O)CCc1c(C)nn(-c2ccc(N3CCCCC3)nn2)c1C,1.1,-0.5,1,0,-9,-2,3.8,-1,-0.9,-1,0.7
COCCn1c(=NC(=O)c2cccs2)sc2cc(NC(C)=O)ccc21,8.9,-0.7,7,4,-245,-192,3.4,-6,0.1,2,0.9
COCCNC(=S)N/N=C/c1c2ccccc2cc2ccccc12,-2.2,-1.1,5,0,-196,-134,-1.2,-7,1.7,-2,-0.7
O=C(Nc1cccc(Cl)c1)c1nc[nH]c1C(=O)Nc1ccccc1F,-0.7,-0.8,-1,6,4,4,1.1,1,2.1,0,0.1
C=CCNC(=S)NNC(=O)COc1ccc2cc(Br)ccc2c1,7.1,-1.2,11,6,-8,-6,2.1,1,4.2,-1,2.6
Cc1cccc(NC(=O)C(C)Sc2nnc(-c3cccnc3)o2)c1 (stereo not drawn),-0.3,-0.3,-6,0,-5,-2,-0.6,-1,-0.7,0,-0.3
CC1CC(=O)C=C(O)C1C(=O)OC(C)(C)C (stereo not drawn),-0.6,-0.6,0,3,1,0,-1.1,-1,1.2,0,0.9
CCCCc1ccc(S(=O)(=O)NC(=O)C2(C)CCN2C(=O)c2ccccc2)cc1 (stereo not drawn),-0.5,-1.3,-3,-2,-3,-1,-0.2,-2,.,4,0.1
CCOC(=O)N1CCC(NC(=O)c2cc3c(-c4ccc(OC)c(OC)c4)nn(C)c3s2)CC1,-0.7,-0.8,6,-1,-53,-40,-1.0,-3,-0.5,-3,-0.3
CC(=O)N(C)c1ccc(NC(=O)CCN2C(=O)c3ccccc3C2=O)cc1,-0.6,-1.4,-8,0,-10,3,2.2,-4,1.3,3,-0.4

# Four compounds already listed, sorted by formula weight, low to high:
SMILES,hgDAF-12 ag,ssDAF-12 act,NR1D1 modulator,SMARCA2 activ,PLC-beta3 inh,PLCg1 inh,hcDAF12 agonist,ADAM17 inh,DAX1 inh-1,MBD2 inh,DAX1 inh-2
O=C(Cn1c(=O)cnc2ccccc21)N1CCCc2ccccc21,0.8,-0.6,0,-1,0,0,1.7,-2,-0.5,3,0.3
Cc1cccc(NC(=O)C(C)Sc2nnc(-c3cccnc3)o2)c1 (stereo not drawn),-0.3,-0.3,-6,0,-5,-2,-0.6,-1,-0.7,0,-0.3
CCCCc1ccc(S(=O)(=O)NC(=O)C2(C)CCN2C(=O)c2ccccc2)cc1 (stereo not drawn),-0.5,-1.3,-3,-2,-3,-1,-0.2,-2,.,4,0.1
O=C1CCC/C=C\C[C@@H](CC(=O)N(CCO)Cc2ccccc2)C(=O)N2CCC[C@H]2CO1,-0.2,-1.5,-3,-1,-2,0,-0.8,-5,0.6,-6,-0.5

# In the list so far, 2 have an NH in an aromatic ring:
SMILES,hgDAF-12 ag,ssDAF-12 act,NR1D1 modulator,SMARCA2 activ,PLC-beta3 inh,PLCg1 inh,hcDAF12 agonist,ADAM17 inh,DAX1 inh-1,MBD2 inh,DAX1 inh-2
CC1(C)Cc2ccccc2C(=NC(Cc2c[nH]c3ccccc23)C(=O)O)N1 (stereo not drawn),2.2,0.4,6,2,-5,3,2.5,0,-0.9,2,-0.8
O=C(Nc1cccc(Cl)c1)c1nc[nH]c1C(=O)Nc1ccccc1F,-0.7,-0.8,-1,6,4,4,1.1,1,2.1,0,0.1

# Further records.
SMILES,hgDAF-12 ag,ssDAF-12 act,NR1D1 modulator,SMARCA2 activ,PLC-beta3 inh,PLCg1 inh,hcDAF12 agonist,ADAM17 inh,DAX1 inh-1,MBD2 inh,DAX1 inh-2
O=C(Nc1ccc2c(c1)OCO2)c1ccc(NC2CC2)c([N+](=O)[O-])c1,4.4,-1.7,9,2,4,2,1.1,5,-0.5,0,0.2
NS(=O)(=O)c1ccc(N/N=C/C=C/c2ccccc2[N+](=O)[O-])cc1,7.2,-1.1,2,1,-8,5,0.7,8.7*,1.8,-9,0.5
CC(=O)Cc1nsc(Nc2ccc(Cl)cc2)n1,5.8,-0.8,-1,5,-2,4,0.5,3,-0.4,-6,1.6
CC(C)CCNC(=O)c1onc(CSc2nc3ccccc3[nH]2)c1C(=O)NCCC(C)C,-0.1,-0.9,1,1,6,2,-0.1,0,0.5,3,0.0
Cc1cc2cc(CCNS(=O)(=O)c3ccc(F)cc3)c(=O)[nH]c2cc1C,-1.4,-0.4,-3,0,-9,-2,-2.5,-12,-1.3,-3,-0.5
O=C(NCCC1=CCCCC1)C1CCC(CNc2c(N3CCCC3)c(=O)c2=O)CC1 (stereo not drawn),3.3,-1.0,7,-1,-9,-1,-0.8,-1,2.3,4,-0.1
CCCOc1ccc(C(=O)NC(=S)NCc2cccnc2)cc1,0.8,-1.3,1,-1,-2,0,-3.4,1,2.8,5,-1.8
O=C(O)C1CN(C(=O)c2ccccc2)c2cc(Cl)ccc2O1 (stereo not drawn),-0.4,-0.2,1,0,-4,1,2.8,1,3.2,-1,0.4
COc1ccc(OC)c(NC(=O)c2cc(-c3cc(C)cc(C)c3O)n[nH]2)c1,-0.7,-1.3,-4,-4,-2,1,-1.4,-4,-0.8,4,-0.3
CC(=O)Nc1cc(C(F)(F)F)ccc1OCCOc1ccccc1,2.2,-1.8,1,3,4,4,-1.1,0,-0.8,2,-1.0
COc1ccccc1-c1cc(C(=O)O)c2c(=O)n(C)c(=O)n(Cc3ccccc3)c2n1,2.1,-0.8,-8,0,-312,-222,-0.8,-118,-1.7,2,-0.4
CC[n+]1ccc(C[n+]2ccccc2)c2ccccc21,-0.8,-0.1,5,4,-2,-1,1.8,-8,-0.2,1,0.4
Cc1ccc(-c2cc(C(=O)NCc3ccc4c(c3)OCO4)[nH]n2)c(O)c1C,0.2,-1.2,-3,3,1,2,-1.9,5,-0.2,-1,-0.8
CCN(c1ccccc1)S(=O)(=O)c1ccc(NCC2COc3ccccc3O2)nc1 (stereo not drawn),-0.3,-0.9,1,-2,-3,2,0.5,6,-1.1,0,-1.0
CC(Oc1ccc(Cl)cc1)c1ccnn1S(=O)(=O)c1ccc(Cl)cc1 (stereo not drawn),0.8,-1.2,5,1,1,4,-0.9,2,1.6,-5,-0.6

# Assay outcomes: PubChem BioAssay, several laboratories

# No enrichment for hits; any-hit rate near 7.4%.
